XiGFP reactiv – X-chromosome reactivation activator; activation, % at 7.58 µM; hit rate 0.055% among 360,000; XiGFP mouse fibroblasts, % GFP-positive cells imaging, 3 d; cells co-treated with 5-aza-dC sensitizer; scaled so ellipticine positive control = 100%;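 active = mean normalized replicate activation at least 10% and every replicate at or above 10%; inconclusive = only one of the two criteria met; inactive = mean below 10% and not all replicates reach 10%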;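 also: 0% = median of on-plate neutral control wells and 100% = ellipticine 6 µM median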
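Schedule: 3 d treatment, 15 min room-temperature fixation; system: 68-5-11 XiGFP fibroblast line; buffer or medium: DMEM plus 5-aza-dC sensitizer; control set: ellipticine 6 µM positive control; compound: one concentration, pinned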
RAD54 branch – inhibitors of human RAD54 branch migration; AID 602329; Q92698; inhibition, % at 10.4 µM; RAD54 Holliday junction branch migration, FAM/BHQ fluorescence; hit rate 0.14% among 360,000;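 active = mean normalized replicate activity at least 40 and at least half of replicates scoring 40 or more; inconclusive = only one of the two criteria met; inactive = mean below 40 and under half of replicates reaching 40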;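 also: 0% = median of neutral control wells and 100% = median of positive control wells; inhibitors cause a drop in the FAM fluorescence signal; in these data hits start at about 50%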
Target sequence (Q92698 whole entry, looked up): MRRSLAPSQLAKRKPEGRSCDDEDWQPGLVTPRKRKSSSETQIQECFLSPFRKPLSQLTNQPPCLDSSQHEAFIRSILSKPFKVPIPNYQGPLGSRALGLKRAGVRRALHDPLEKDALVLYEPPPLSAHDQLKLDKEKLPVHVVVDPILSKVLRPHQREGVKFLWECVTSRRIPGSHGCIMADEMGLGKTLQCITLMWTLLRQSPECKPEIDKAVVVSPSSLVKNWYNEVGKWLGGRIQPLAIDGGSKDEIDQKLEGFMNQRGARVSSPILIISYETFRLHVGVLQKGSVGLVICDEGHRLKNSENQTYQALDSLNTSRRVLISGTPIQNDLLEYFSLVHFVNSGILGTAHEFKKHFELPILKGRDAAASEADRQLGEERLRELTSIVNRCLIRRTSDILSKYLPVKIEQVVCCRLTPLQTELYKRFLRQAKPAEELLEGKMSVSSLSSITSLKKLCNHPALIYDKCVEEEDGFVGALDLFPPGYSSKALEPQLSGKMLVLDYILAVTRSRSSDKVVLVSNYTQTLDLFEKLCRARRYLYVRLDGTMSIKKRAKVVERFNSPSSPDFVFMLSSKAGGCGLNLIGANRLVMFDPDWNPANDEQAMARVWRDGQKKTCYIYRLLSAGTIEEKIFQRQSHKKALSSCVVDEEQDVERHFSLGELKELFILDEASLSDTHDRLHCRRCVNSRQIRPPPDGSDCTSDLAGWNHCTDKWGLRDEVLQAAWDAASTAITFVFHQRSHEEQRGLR
DENV2 CPE rescue – protects cells from dengue virus 2 cytopathic effect; hit rate 1.7% among 350,000; CPE inhibition, % at 9.99 µM; DENV2-infected cells, cytopathic effect rescue, plate reader; AID 651640; in the data active = CPE inhibition above about 20%, passing the limit was not always enough; inconclusive = no clear call, values can overlap the other calls; tested in BHK-21 cells;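 also: 0% = median of neutral control wells and 100% = median of positive control wells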
CASP6 VEID inh – blocks human caspase-6 cleavage activity. purified caspase-6, Z-VEID-R110 cleavage fluorescence. hit rate 0.53% among 350,000. inhibition, % at 12.5 µM. AID 686996;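 active = mean inhibition across replicates at least about 35%, with every replicate also reaching that limit, limit read from the data; inconclusive = only one of the two criteria met; inactive = neither criterion met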;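 also: 0% = median of neutral control wells and 100% = no fluorescence left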
Target sequence (P55212 24-179 limits assumed): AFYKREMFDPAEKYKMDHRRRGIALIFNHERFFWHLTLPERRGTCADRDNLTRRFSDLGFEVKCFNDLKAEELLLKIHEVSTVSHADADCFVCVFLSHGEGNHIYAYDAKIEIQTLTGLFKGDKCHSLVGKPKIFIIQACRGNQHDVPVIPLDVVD
Target sequence (P55212 194-293 limits assumed): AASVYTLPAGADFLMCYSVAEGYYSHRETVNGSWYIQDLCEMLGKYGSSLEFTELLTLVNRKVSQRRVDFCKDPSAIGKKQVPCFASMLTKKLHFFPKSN
F508del corr – correctors of CFTR F508del function in bronchial epithelial cells | CFBE cells, YFP halide quenching; stimulated with forskolin plus potentiator P3; % fluorescence drop versus neutral controls | activity (quench increase), % at 7.58 µM | hit rate 0.36% among 350,000 | AID 720511;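 active = mean added fluorescence quench of at least 8% versus neutral control, with both replicates also reaching 8%; inconclusive = only one of the mean or replicate conditions met; inactive = mean below 8% and not both replicates reaching 8%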;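 also: cells transiently co-express mutant CFTR-F508del with the halide-sensitive YFP; corrector assay measuring rescue of mutant channel to the surface after 24 h compound exposure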
E-sel inducer – induces E-selectin expression in human endothelial cells; P16581; hit rate 0.37% among 260,000; activation, % at 7.58 µM; HUVEC E-selectin immunofluorescence imaging; normalized: neutral wells 0, TNF-alpha wells 100;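 active = mean E-selectin-positive cell signal at least 10% of the positive control, reached in at least 60% of replicates, without over 20% cell loss; inconclusive = no rule given, readout overlaps actives, possibly toxicity-flagged; inactive = the rest, including those meeting only one limit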;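 also: in these data hits start at about 27%; measured in HUVEC primary endothelial cells; signal is the percent of cells scored E-selectin positive by PE staining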
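System: HUVEC / Compound: single concentration / Signal: immunofluorescence imaging / Read-out: percent E-selectin-positive cells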
RAD52 anneal inh – RAD52 (human) annealing inhibition. inhibition, % at 18.7 µM. recombinant RAD52 DNA annealing, FRET fluorescence. hit rate 0.46% among 360,000. P43351;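 active = every replicate showing at least 50% inhibition; inconclusive = mean inhibition at least 50% but not in every replicate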
INS-1E GSIS act – primary screen for activators of insulin secretion dependent on glucose, INS-1E cells, GLuc reporter luminescence | INS-1E GLuc reporter insulin secretion, 2-3 h | activation, % at 16.6 µM | hit rate 0.61% among 370,000 | AID 743287;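 active = lowest replicate activation of at least 40%, so every replicate reaches that level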;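 also: 0% = median of neutral control wells and 100% = median of IBMX positive control wells; some compounds called inactive have numbers as strong as hits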
* hit, by the source's call; ? = inconclusive; . = no result given; & = joins results of further samples.

Structure	XiGFP reactiv	RAD54 branch	DENV2 CPE rescue	CASP6 VEID inh	F508del corr	E-sel inducer	RAD52 anneal inh	INS-1E GSIS act
CCOc1ccccc1NC(=O)CSc1nc(=O)n(Cc2ccncc2)c2c1CCC2	0.6	7	-5	-1	0.4	0.5	-3	3
O=C(CSc1nnc2ccccn12)NNC(=O)c1ccc(Br)cc1	0.1	3	.	0	1.3	.	-6	14
Cc1c(N=c2scc(-c3ccccc3)n2C)c(=O)n(-c2ccccc2)n1C	0.0	.	-6	-5	-2.4	.	-2	-34
CO[C@H]1CN(C)C(=O)c2cc(NS(C)(=O)=O)ccc2OC[C@H](C)N(C)C[C@@H]1C	-0.2	-4	-2	-4	1.1	-0.3	-1	-9
CC(C)(C)S(=O)N1Cc2cc(C(=O)NCCCN3CCOCC3)nc(-c3cccc(C#CCC4CCCC4)c3)c2[C@@H]1CCO (some centres not stated)	0.1	3	2	-7	3.0	0.0	-38	-19
O=C(COc1ccccc1Br)N1CCNC1=O	0.4	3	-3	4	1.0	.	-6	1
COc1ccc(OC)c(S(=O)(=O)Nc2ccc(C(N)=O)cc2)c1	.	-5	13	-4	2.1	.	-19	5
O=C(CSc1ncnc2c(-c3ccc(Cl)cc3)nsc12)c1ccccc1	.	-18	5	-1	1.5	.	-34	-4

Some entries already given with just F508del corr.
SMILES | F508del corr
COc1ccc(OC)c(S(=O)(=O)Nc2ccc(C(N)=O)cc2)c1 | 2.1
O=C(CSc1ncnc2c(-c3ccc(Cl)cc3)nsc12)c1ccccc1 | 1.5

The results go on.
Structure	XiGFP reactiv	RAD54 branch	DENV2 CPE rescue	CASP6 VEID inh	F508del corr	E-sel inducer	RAD52 anneal inh	INS-1E GSIS act
N/C(=N\OC(=O)N1c2ccccc2Sc2ccccc21)c1ccccc1	0.0	4	1	0	-3.6	0.3	-21	8
Cc1ccc(S(=O)(=O)NCCSc2nnnn2C)cc1	.	-2	.	-4	.	.	0	9
CN(C)CC(=O)N[C@@H]1CC[C@@H](CC(=O)NCCN2CCCCC2)O[C@@H]1CO	0.4&1.1	3	-1&-8	0&-35	-1.5&1.6	-0.6&6.7	8&-20	4&-8
CC(=O)c1sc(NCCOc2ccc(C)cc2)nc1C	0.1	.	-1	-1	.	.	-6	-2
CC(=O)c1ccccc1NC(=O)CN1C(=O)CS/C1=C\c1nc(-c2ccc(C)cc2)cs1	0.0	.	5	-2	-2.9	-1.5	-5	-1
O=C(NCc1cccc(CNC(=O)C(=O)NCc2ccco2)c1)C(=O)NCc1ccco1	-0.1	.	-4	0	.	0.6	-37	4
O=C(Cc1ccc(NC(=O)C2CCCN(C(=O)CCc3ccccc3)C2)cc1)Nc1cccc(C(=O)N2CCCCC2)c1 (configuration not stated)	0.0	-5	?	-2	2.3	-2.0	-97	-14
COc1ccc2c3c(n(C)c2c1)[C@H](CO)N(CC1CCCC1)CC31CCN(Cc2nccs2)CC1	0.4	.	-5	-4	-0.5	-0.5	-94	-13

Molecules from the list above containing a halogen, in the order listed:
Structure	XiGFP reactiv	RAD54 branch	DENV2 CPE rescue	CASP6 VEID inh	F508del corr	E-sel inducer	RAD52 anneal inh	INS-1E GSIS act
O=C(CSc1nnc2ccccn12)NNC(=O)c1ccc(Br)cc1	0.1	3	.	0	1.3	.	-6	14
O=C(COc1ccccc1Br)N1CCNC1=O	0.4	3	-3	4	1.0	.	-6	1
O=C(CSc1ncnc2c(-c3ccc(Cl)cc3)nsc12)c1ccccc1	.	-18	5	-1	1.5	.	-34	-4

(listing goes on)
Structure	XiGFP reactiv	RAD54 branch	DENV2 CPE rescue	CASP6 VEID inh	F508del corr	E-sel inducer	RAD52 anneal inh	INS-1E GSIS act
Cc1ccccc1N/N=C/c1sc(=O)n(Cc2cccc(C(=O)O)c2)c1Cl	-0.2	.	18	23	-1.6	2.6	-31	-14
O=C(O)CCn1c2ccccc2c2nc3ccccc3nc21	0.0	-3	6	1	-0.8	.	-5	-12
O=C(O)CNC(=O)/C(=C\c1ccc2c(c1)OCO2)NC(=O)c1ccc(Br)cc1	0.3	-14	20	10	1.6	.	-22	-3
Cc1cccc2nc(C(=O)Nc3cccc(C(=O)NC4CC4)c3)cn12	0.1	-4	-2	-1	3.5	-0.7	-1	4
CC1(C)Cc2c(sc(NC(=O)C(=O)N3CCCCC3)c2C(N)=O)CO1	0.0	.	5	0	-1.5	.	-11	-2
C[C@@H]1CN([C@@H](C)CO)C(=O)c2cc(NC(=O)Cn3cnnn3)ccc2O[C@@H]1CN(C)Cc1ccc(Cl)c(Cl)c1	0.0	3	52*	-3	-4.0	.	-11	0
Cc1ccc(C(=O)NCC(=O)OCn2nnc3ccccc3c2=O)cc1	0.1	7	-2	1	4.4	.	-4	15
Cc1noc(C)c1S(=O)(=O)N(C)C[C@@H]1OCCCC[C@H](C)Oc2ccc(NS(=O)(=O)c3ccc(F)cc3)cc2C(=O)N([C@@H](C)CO)C[C@H]1C	0.0	0	-14	.	0.5	.	.	0

Structure	XiGFP reactiv	RAD54 branch	DENV2 CPE rescue	CASP6 VEID inh	F508del corr	E-sel inducer	RAD52 anneal inh	INS-1E GSIS act
CCN(C[C@H]1N[C@@](Cc2ccccc2)(C(=O)OC)[C@H]2C(=O)N(C)C(=O)[C@@H]12)C(=O)NC(C)C	-0.1	-16	?	2	-1.4	0.1	9	1
CCC(=O)N(C)C[C@H]1Oc2ncc(C#CC3(O)CCCC3)cc2C(=O)N([C@H](C)CO)C[C@@H]1C	-0.3	0	4	0	1.9	0.2	-5	4
O=C(O)c1nn(CCOc2cccc(Cl)c2)c(=O)c2ccccc12	0.0	.	-5	1	1.3	-0.1	-10	3
CCNC(=O)C1Cc2cc(S(=O)(=O)N3CCCC3)ccc2N1C(C)=O (configuration not stated)	0.0	-5	-3	-6	1.1	.	-3	.
CCCN(C)C[C@@H]1Oc2cc(C#CC3CCCC3)ccc2S(=O)(=O)N([C@@H](C)CO)C[C@H]1C	-0.1	-1	-1	2	0.3	-0.1	-43	3
N#C[C@@H]1[C@@H](c2ccccc2-c2ccc(F)cc2)[C@@H](CO)N1C(=O)Cc1ccccc1	0.2	.	-4	-2	-1.2	0.0	-3	-7
CO[C@H]1CN(C)C(=O)c2cc(NC(=O)Nc3cccc(Cl)c3)ccc2OC[C@@H](C)N(C(=O)Nc2c(C)noc2C)C[C@H]1C	0.3	.	.	.	-1.7	0.0	.	-1
OCC1(Cc2ccccc2)CCN(Cc2cnc(-c3ccc(Cl)cc3)nc2)CC1	0.1	9	-7	-4	.	.	-39	-41

Structure	XiGFP reactiv	RAD54 branch	DENV2 CPE rescue	CASP6 VEID inh	F508del corr	E-sel inducer	RAD52 anneal inh	INS-1E GSIS act
Cc1cc(C)c(C)c(S(=O)(=O)N2CCC(C(=O)NCc3cccs3)CC2)c1C	0.0	6	3	0	0.5	3.5	1	1
O=C(OCc1ccc(F)cc1)c1cccnc1Cl	0.0	7	4	0	0.3	.	2	17
COc1ccc(/C(N)=N/OC(=O)CN(C)S(=O)(=O)c2ccccc2)cc1	0.0	.	1	.	0.1	-0.2	-16	-1
CCOc1ccccc1NC(=O)CCCn1cc([N+](=O)[O-])cn1	-0.1	4	-3	-2	-1.2	.	-6	6
O=C(NCc1ccccc1)[C@@H]1CCCN1C(=O)[C@H]1CCCN1C(=O)c1ccccc1F	0.0	.	2	0	-0.1	0.0	-1	21
O=S(=O)(c1ccc(F)cc1)N1CCC2(CC1)OCCN2S(=O)(=O)c1cccs1	-0.1	-5	14	0	0.8	-0.6	3	-3
CCOC(=O)c1c(CC(C)C)csc1/N=C/C1=C(O)CCCC1=O	0.1	-16	3	1	-2.5	.	-39	8
CSc1ccc(/C=C/C(=O)c2c(O)cc(C)oc2=O)cc1	0.0	1	-9	1	4.5	.	-72	-4

Structure	XiGFP reactiv	RAD54 branch	DENV2 CPE rescue	CASP6 VEID inh	F508del corr	E-sel inducer	RAD52 anneal inh	INS-1E GSIS act
CCOC(=O)Cn1cc(C(=O)C(=O)N2CCOCC2)c2ccccc21	0.9	4	6	-1	3.2	0.0	-2	-5
O=c1c(-n2cncn2)c[nH]n1-c1cccc(Cl)n1	0.0	.	-4	1	1.1	.	-6	.
Cc1ccc(C(=O)NCC(=O)OCC(=O)Nc2cccc(S(=O)(=O)N3CCCC3)c2)cc1C	-0.2	-1	4	0	-1.3	0.1	-23	-2
O=C(NCc1ccco1)/C(=C/c1ccc(F)cc1)NC(=O)c1ccccc1	0.0	-7	13	2	-0.1	.	1	-7
O=C(Nc1cc(Cl)ccc1O)C1CC(c2ccccc2Cl)=NO1 (configuration not stated)	0.0	3	-2	3	-6.1	0.0	-18	-36
Cc1cccc(NC(=O)CCN2C(=O)c3ccccc3C2=O)c1	0.2	-3	8	-5	2.8	-0.1	-12	1
CSc1ccc(Cl)c(C(=O)N2CCN(CC(=O)N3CCCC3)CC2)c1	0.0	-15	0	-2	-3.4	0.7	-13	6
CCN(Cc1ccc(OC)c(F)c1)C(=O)/C=C/c1ccc(S(=O)(=O)N2CCOCC2)cc1	0.0	5	8	1	2.4	-0.3	-1	-7

Structure	XiGFP reactiv	RAD54 branch	DENV2 CPE rescue	CASP6 VEID inh	F508del corr	E-sel inducer	RAD52 anneal inh	INS-1E GSIS act
COc1nc2ccccc2nc1OC	0.9	4	?	-1	2.0	-0.9	-4	.
CC1CCCC(C)N1C(=O)COC(=O)c1ccco1 (configuration not stated)	0.0	-6	9	1	.	.	0	19
CN(C)CCCNC(=O)C[C@H]1C[C@H](C(=O)N2CCCCC2)[C@@]2(C)c3[nH]c4cc(CCC(=O)N(C)C)ccc4c3CCN2C1=O	-0.1	7	-4	-59	-3.5	.	-6	4
COc1ccc(OCC(=O)N2CCN(C(=O)c3ccc(F)cc3)CC2)cc1	0.5	1	9	2	0.8	-1.4	-11	-1
C[C@@H]1CN([C@H](C)CO)C(=O)c2cc(-c3ccc(C(=O)N(C)C)cc3)cnc2O[C@@H]1CN(C)C	0.0	0	11	-4	-0.7	0.3	-6	5
COc1cc(/C=C/C(=O)O)cc(S(=O)(=O)Nc2ccccc2SC)c1OC	0.0	.	-6	1	1.1	0.5	-8	19
COc1ccc(CN2CCC(N3CC(C)OC(C)C3)CC2)c(OC)c1 (configuration not stated)	0.0	6	-3	-9	-1.7	0.3	-14	5

Screens from PubChem BioAssay.
